Compound activity from PubChem BioAssay.
sdo1 growth: restores growth of sdo1-depleted yeast. S. cerevisiae sdo1-depleted JHY4D growth rescue, OD600 30 h; stronger effect = higher value; pdr5 snq2 efflux-pump mutant strain. z-score at 10 µM. 0.21% of 140,000 active;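 active = z-score above 3 at both the 24 hr and the 30 hr optical density reads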;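 also: z-score against mean and SD of all compound wells on the same plate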
INS promoter inh: TRM-6 insulin promoter activity inhibition; 0.9% of 130,000 active; inhibition, % at 2 µM; TRM-6 cells (human fetal islet line), insulin promoter-eGFP reporter, imaging; reporter expression induced with tamoxifen;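 active = inhibition above the mean plus 3 SD, with well images judged a real hit on visual review, cut at about 60% in these data, passing the limit was not always enough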
sdo1 growth Rescue 24 h: recorded beside sdo1 growth, whose call it bears; z-score; S. cerevisiae sdo1-depleted JHY4D growth rescue, OD600; measured here: growth rescue at 24 h;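 0 is the plate mean of compound wells and units are plate SD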
* = called active by the depositor; nt = no result given.

Every second line gives: sdo1 growth | sdo1 growth Rescue 24 h | INS promoter inh
> COc1cc2c(C(=O)NCc3ccc4c(c3)OCO4)cn(C)c(=O)c2cc1OC
→ 0.79 | 0.6 | nt
> Cn1ncc2c(=O)[nH]cnc21
→ nt | nt | -40
> COc1ccc2cc(CCNC(=O)C(C)(C)C)c(=O)[nH]c2c1
→ 1.3 | 1.1 | 0
> CCCCOC(=O)Nc1nnc(CC)s1
→ -0.5 | -0.77 | 20
> CC(=O)c1c(C(C)=O)c(C)n(Cc2ccc3c(c2)OCO3)c1C
→ 0.2 | -0.4 | nt
> CCOc1cc(C(=O)Nc2ccc(F)cc2)cc(Br)c1OC
→ -0.99 | -0.72 | -28
> Cc1cc(OC(C)C)nc(-c2ccccc2O)n1
→ 0.01 | 0.12 | -4
> Cc1ccc(S(=O)(=O)c2nc(Nc3ccccc3N3CCOCC3)sc2Cl)cc1
→ 0.11 | 0.37 | 14
> CCOC(=O)N1CCC(NC(=O)c2cc(C(=O)NCc3ccc(F)cc3)ccc2CO)CC1
→ -0.35 | 0.3 | nt
> O=C(Cc1coc2cc3c(cc12)CCC3)OCC(=O)N1CCCC1=O
→ nt | nt | 14
> COc1ccc(Cl)cc1Nc1nc(N)nc(C(F)(F)F)n1
→ -1.1 | 0.2 | -14
> Cc1ccc(NC(=O)c2ccc(OCC3CCCO3)cc2)c(C)c1 (configuration not stated)
→ 1.8 | 1.8 | nt
> COCCCNC(=O)CCn1c(=O)c2ccccc2n(Cc2cccc([N+](=O)[O-])c2)c1=O
→ nt | nt | -7
> CC(=O)c1ccc(N2CCN(C(=O)c3cccc(Oc4ccccc4)c3)CC2)cc1
→ nt | nt | 50
> Cc1cc(NC(=O)c2cn(C3CCCCC3)c(=O)c3c2c2ccccc2n3C)no1
→ -1.4 | -1.2 | nt
> CC(C)Cn1c(/C=C/c2ccccc2)nc2ccccc21
→ -0.62 | 0.24 | -47
> CCOC(=O)c1c(NC(C)=O)sc2c1CCC(C=O)=C2Sc1ccccc1
→ -0.96 | -0.63 | -114
> Cc1ccc(C)c(NC(=O)C2CC(=O)N(C(C)C)C2)c1 (configuration not stated)
→ -0.59 | -1 | nt
> CCC(=O)Nc1cc(Cl)ccc1C(=O)O
→ -0.29 | -0.71 | -15
> COc1cccc(/C=N/NC(=O)c2nc(-c3ccccc3)cc(-c3ccccc3)n2)c1O
→ -0.99 | -0.6 | 11
> CCOc1ccccc1NC(=O)CSc1nnnn1Cc1ccccc1
→ -1.4 | -0.78 | -47
> COC(=O)C1=C(C)N=C2SC(C#N)=C(N)N2C1c1ccc(OCc2ccccc2)cc1 (configuration not stated)
→ -1.7 | -1.8 | 17
> COc1ccc(CCN(C(=O)C(F)(F)F)C(C(=O)NC2CCCC2)c2cccs2)cc1 (configuration not stated)
→ 1.3 | 1 | -65
> Cc1ccc(SCc2ccc(C(=O)N3CCCC3)cc2)cc1
→ nt | nt | -62
> CC1=C(C(=O)OCC(C)C)C(c2cccs2)NC(=S)N1 (configuration not stated)
→ -0.82 | -1.1 | nt
> Cc1ccc(-c2nn3c(C)nnc3c3ccccc23)cc1S(=O)(=O)N1CCN(CCO)CC1
→ 0 | -0.48 | nt
> Cc1ccc2c(C)c(C(=O)Nc3c(C)n(C)n(-c4ccccc4)c3=O)oc2c1C
→ -0.32 | -0.73 | 2
> Cc1ccc(-c2cc(-c3ccc(Cl)cc3)c(C#N)c(N)n2)o1
→ -0.88 | 1.8 | -66
> O=C(/C=C/c1ccc(Cl)cc1)N(c1ccccn1)C1CCCCC1
→ -0.58 | -0.07 | -11
> COc1ccc(Br)cc1/C=C/C(=O)NCC(=O)O
→ nt | nt | 29

Molecules above with a furan ring, fused or not:
Every second line gives: sdo1 growth | sdo1 growth Rescue 24 h | INS promoter inh
> O=C(Cc1coc2cc3c(cc12)CCC3)OCC(=O)N1CCCC1=O
→ nt | nt | 14
> Cc1ccc2c(C)c(C(=O)Nc3c(C)n(C)n(-c4ccccc4)c3=O)oc2c1C
→ -0.32 | -0.73 | 2
> Cc1ccc(-c2cc(-c3ccc(Cl)cc3)c(C#N)c(N)n2)o1
→ -0.88 | 1.8 | -66

(list continues)
Every second line gives: sdo1 growth | sdo1 growth Rescue 24 h | INS promoter inh
> CC1(C)Cc2c(sc3nc(-c4cccs4)n(N)c(=O)c23)CO1
→ -1.1 | -1 | nt
> O=C(Cc1ccccc1)NNC(=O)C1CCN(c2ncccn2)CC1
→ nt | nt | 9
> CN(C)c1ccc(NC(=O)CSc2nnc(-c3cccs3)n2Cc2ccco2)cc1
→ -0.38 | -0.38 | 50
> O=C(N/N=C/c1cccc(OC2CSC2)c1)c1ccccc1O
→ -0.58 | -0.03 | -26
> Cc1ccc(CNC(=O)c2cccc(-n3cnnn3)c2)cc1
→ 0.19 | -1.4 | nt
> CSc1cccc(NC(=S)N2CCCN(Cc3ccc(F)cc3)C2)c1
→ nt | nt | -62
> COCCCn1c(Cc2csc(Nc3ccccc3)n2)nnc1SCC(N)=O
→ 0.1 | -0.21 | 24
> Cc1sc(NC(=O)c2ccccc2F)c(CN2CCCCC2C)c1C (configuration not stated)
→ -0.03 | 1.4 | 0
> CCOC(=O)CN1CC23C=CC(O2)C(C(=O)NCc2ccc(C)cc2)C3C1=O (configuration not stated)
→ 0.86 | 0.7 | nt
> CCOc1ccc(OCc2cccc(C(=O)Nc3ccc(CN4CCCCC4)cc3)c2)cc1
→ -0.36 | 0.31 | 19
> CN(CC(=O)N1CCc2ccccc21)S(=O)(=O)c1cccs1
→ -0.71 | -0.61 | -2
> O=C(NCCCN1CCCC1=O)c1cccc(C(F)(F)F)c1
→ 0.37 | 1.7 | 20
> COc1ccc(NC(=O)CSc2nc3ccccc3n2-c2ccccc2)c([N+](=O)[O-])c1
→ -0.52 | 1.1 | -31
> Cc1ccc2c(c1)N(Cc1ccccn1)C(=O)C(C)O2 (configuration not stated)
→ -0.57 | -0.56 | -6
> Cc1ccc(CN2CCN(C(=O)c3ccco3)CC2)cc1
→ 0.03 | -0.17 | -422
> CSc1nc2ccc(S(=O)(=O)N3CCCC3)cc2s1
→ -0.58 | -0.75 | 0
> Cc1ccc(OCC(=O)NCc2ccc3c(c2)OCO3)c([N+](=O)[O-])n1
→ nt | nt | 20
> COc1ccccc1NC1=C(Cl)C(=O)N(C2CCCCC2)C1=O
→ -1.5 | -1.1 | -32
> O=C(NNc1ncccc1Cl)c1c(Cl)cccc1Cl
→ nt | nt | 44
> Cc1ccc(SCc2nc(-c3ccccn3)no2)cc1
→ 0.11 | -0.55 | 11
> CCNc1nc(-c2cc(C)n(Cc3ccco3)c2C)cs1
→ nt | nt | 57
> O=C(Oc1c(CN2CCOCC2)cc(Cl)c2cccnc12)c1ccc(F)cc1
→ -1.3 | -0.09 | -5
> CC(C)/C=C1\CC/C(=C\c2ccc(N(C)C)cc2)C1=O
→ -0.64 | 0.38 | 0
> CC(C)(C)c1ccc(S(=O)(=O)N2CCN(c3ncccn3)CC2)cc1
→ nt | nt | -267
> Cn1c(Cn2c(=O)sc3ccccc32)nnc1SCC(=O)NCc1ccco1
→ 1.7 | 1.4 | nt
> CN(C)/C(=N\S(=O)(=O)c1ccccc1)c1ccc([N+](=O)[O-])cc1
→ 0.73 | 0.33 | nt
> COc1cc(C2C(C(C)=O)=C(C)Nc3ncnn32)ccc1O (configuration not stated)
→ 0.57 | 0.57 | nt
> COc1ccc(NC(=O)CSc2nnc(CNc3ccc(F)cc3)o2)c(OC)c1
→ 1.2 | 0.91 | -3
> Clc1ccc2nc(CSc3nc4ccccc4o3)cn2c1
→ -0.65 | -0.88 | 21
> CCOc1cc(CNCCO)cc(Br)c1OCc1ccccc1
→ nt | nt | -40
> Cc1cc(OCC(=O)N2CCCCCC2)ccc1[N+](=O)[O-]
→ 0.52 | 0.32 | -22
> COc1ccc(C(=O)Nc2cccc(NC(C)=O)c2)cc1OC
→ 0.67 | 0.55 | 50
> CCOc1ccccc1NC(=O)Cc1c(F)cccc1Cl
→ 0.19 | 0.85 | -59
> CC(=O)OC1COC(N2CCc3cc(Br)c([N+](=O)[O-])cc32)C(OC(C)=O)C1OC(C)=O (configuration not stated)
→ -0.08 | -0.19 | -27
> O=C(NCCCN1CCC(Cc2ccccc2)CC1)C1CCC(=O)N1C1CCCC1 (configuration not stated)
→ 0.08 | -0.31 | nt
> O=C(CCC(=O)OCCCC(F)(F)C(F)(F)F)Nc1ccccc1
→ 0.5 | -0.71 | 9
> Cc1cc(C(=O)NNC(=O)CCCCC(=O)NNC(=O)c2cc(C)[nH]n2)n[nH]1
→ 1.5 | 0.04 | 44
> Cc1ccc(-c2cc(C(F)F)n3ncc(C(=O)N4CCc5ccccc54)c3n2)cc1
→ nt | nt | -58
> Cc1nn(-c2ccccc2)c(N)c1-c1ccccc1
→ nt | nt | 57
> COCCCNC(=O)/C=C/c1c(Cl)cccc1Cl
→ 0.18 | -0.21 | 32
> CCOC(=O)NC(c1ccc(C(C)C)cc1)C(Cl)(Cl)Cl (configuration not stated)
→ -0.09 | 0.22 | nt
> O=C(NCc1cccs1)C1CC1
→ nt | nt | 32
> Cc1ccc(C)c(NC(=S)Nc2cccnc2)c1
→ nt | nt | -40
> CCOCc1[nH]c(=S)[nH]c(=O)c1Cc1ccc(OCC)cc1
→ nt | nt | -70
> CCOC(=O)C1=C(C)Nc2nc(SCC(=O)OC)nn2C1c1cc(F)cc(F)c1 (configuration not stated)
→ -0.2 | -0.7 | -27
> Cc1ccc(C(NC(N)=O)c2ccccc2C)cc1 (configuration not stated)
→ -0.47 | -0.99 | -6
> COc1ccc(C(=O)Nc2ccc(Cl)cc2C(=O)NCc2ccco2)cc1
→ -1.4 | -0.96 | 14
> CCOc1ccc(-c2nc(S(=O)(=O)c3ccccc3)c(NCc3cccnc3)o2)cc1
→ 0.56 | 1.1 | -20
> Cn1ccnc1C(O)(c1nnc(-c2ccccc2)o1)C(F)(F)F (configuration not stated)
→ 0.35 | -0.54 | 47
> CCCc1cc(=O)[nH]c(SCCOc2ccc(Cl)cc2)n1
→ -1.9 | -0.97 | 0
> COC(=O)c1ccc(C)c(NC(=S)NCc2ccc(Cl)cc2)c1
→ -0.68 | -0.89 | nt
> CC(=O)NCc1ccc(S(=O)(=O)N/N=C/c2ccccc2)cc1
→ 0.25 | 0.57 | 57
> COc1cccc(C(=O)NCCCn2ccnc2)c1
→ nt | nt | -29
> c1nc(N2CCC3(CC2)OCCO3)c2[nH]cnc2n1
→ -0.68 | -1.3 | 21
> CCOC(=O)CCP(=O)(O)C(O)c1ccccc1 (configuration not stated)
→ -0.69 | 0.34 | nt
> C/C(=N\NC(=O)c1c(Br)c(C)nn1C)c1cccc(NC(=O)c2ccccc2F)c1
→ 0.29 | 1.1 | nt
> CCCCNC(=O)COC(=O)c1cc(Br)ccc1Cl
→ 0.88 | 1.4 | nt
> O=C(CN1C(=O)C2CC=CCC2C1=O)OCCN1C(=O)c2ccccc2C1=O (configuration not stated)
→ 1.3 | 1.6 | nt
> O=Cc1cnc(N2CCN(c3ccccc3)CC2)s1
→ nt | nt | -33
> c1ccc(OCCCN2CCCC2)cc1
→ 1.2 | 0.3 | 3

By substructure, the compounds so far with a tert-butyl group.
Every second line gives: sdo1 growth | sdo1 growth Rescue 24 h | INS promoter inh
> COc1ccc2cc(CCNC(=O)C(C)(C)C)c(=O)[nH]c2c1
→ 1.3 | 1.1 | 0
> CC(C)(C)c1ccc(S(=O)(=O)N2CCN(c3ncccn3)CC2)cc1
→ nt | nt | -267

(continued)
Every second line gives: sdo1 growth | sdo1 growth Rescue 24 h | INS promoter inh
> Cc1nc(-c2ccc(S(=O)(=O)N3CCCCCC3)cc2)cs1
→ -0.22 | -0.3 | 31
> C=CCSc1nc2ccccc2n1C(=O)/C=C/c1ccc(OC)c(OC)c1
→ -1.9 | -1.2 | -16
> O=C(CSc1nnnn1-c1cccnc1)NCc1cccs1
→ 0.9 | 0.87 | 0
> COc1ccc(NC(=O)c2cc3c(Cl)nc4ccccc4c3s2)cc1OC
→ -0.35 | 1 | nt
> O=C(Nc1ccc(-c2nc3ccccc3[nH]2)cc1)c1ccco1
→ 1.2 | 0.85 | nt
> O=c1c([N+](=O)[O-])c(N2CCOCC2)c2ccccc2n1-c1ccccc1
→ nt | nt | 32
> CC12CCC(C(=O)NCC3CCCO3)(OC1=O)C2(C)C (configuration not stated)
→ -0.11 | -0.34 | -344
> O=C(O)CSC1c2ccccc2C(=O)N1Cc1ccccc1 (configuration not stated)
→ -1 | -0.41 | nt
> N#Cc1c2n(c3c(=O)n(Cc4ccccc4)cnc13)CCCC2
→ -0.51 | -0.36 | 24
> Cc1noc(C)c1COc1cccc(C(=O)Oc2ccc3c(c2)OCO3)c1
→ -0.87 | -0.68 | -10
> CC(C)(C)C(=O)N1CCN(c2ccc([N+](=O)[O-])cc2Cl)CC1
→ nt | nt | 17
> Cc1nc(-c2ccc3c(c2)OCO3)cs1
→ -0.06 | -0.24 | 46
> CCCc1ccc(OCC(=O)O)cc1
→ 0.6 | 0.22 | nt
> COc1nc(-c2cccs2)cc(-c2ccc(C)cc2)c1C#N
→ -0.53 | 1.3 | nt
> CCc1nnc(NC(=O)c2ccc(S(=O)(=O)N(C)c3ccccc3)cc2)o1
→ nt | nt | -36
> CCCCCn1c(=NC(=O)c2ccco2)c(C(=O)OCC)cc2c(=O)n3ccccc3nc21
→ 0.2 | 1.1 | -42
> COc1ccc(CCn2c(=S)[nH]c3cc(C(=O)N4CCOCC4)ccc3c2=O)cc1OC
→ nt | nt | 57
> CCC(NC(=O)C1(C)CC1(Br)Br)c1ccc(C)cc1 (configuration not stated)
→ 0.18 | -0.25 | -59
> COC(=O)c1ccc(C(NC(=O)OCc2ccccc2)/C(F)=C/[C@@H](C)C(=O)NCc2ccc(OC)c(OC)c2)cc1 (some centres not stated)
→ -0.73 | 0.52 | 5
> COc1ccc(CC(=O)O/N=C(\N)c2cccc([N+](=O)[O-])c2)cc1
→ -0.37 | -0.74 | nt
> NC(=O)c1c(N)sc(=S)n1CC1CCCO1 (configuration not stated)
→ -0.72 | -1.3 | -17
> Cc1ccc(C(=O)Nc2ccc(Br)c(C(F)(F)F)c2)cc1
→ -1.9 | -1.4 | 0
